Compound activity as filed in PubChem.
GASC-1 inh: inhibitors of GASC-1 histone demethylase, primary screen, biochemical, fluorescence, DELFIA europium; inhibition, % at 2.35 µM; actives 0.069% (n = 330,000); GST-JMJD2C(1-420) H3K9me3 demethylation; AID 2099, 2009;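 active = more than half of a compound's replicate wells show inhibition beyond 50%, single wells judged on their own value; inconclusive = some, but no more than half, of replicates pass 50% inhibition; inactive = no replicate passes 50% inhibition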;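 also: signal counts dimethyl H3K9 product captured on neutravidin plate; 0% = median of DMSO wells and 100% = 0.3 times that DMSO median; strong numbers were not always called active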
Target sequence (Q9H3R0 1-420 limits assumed): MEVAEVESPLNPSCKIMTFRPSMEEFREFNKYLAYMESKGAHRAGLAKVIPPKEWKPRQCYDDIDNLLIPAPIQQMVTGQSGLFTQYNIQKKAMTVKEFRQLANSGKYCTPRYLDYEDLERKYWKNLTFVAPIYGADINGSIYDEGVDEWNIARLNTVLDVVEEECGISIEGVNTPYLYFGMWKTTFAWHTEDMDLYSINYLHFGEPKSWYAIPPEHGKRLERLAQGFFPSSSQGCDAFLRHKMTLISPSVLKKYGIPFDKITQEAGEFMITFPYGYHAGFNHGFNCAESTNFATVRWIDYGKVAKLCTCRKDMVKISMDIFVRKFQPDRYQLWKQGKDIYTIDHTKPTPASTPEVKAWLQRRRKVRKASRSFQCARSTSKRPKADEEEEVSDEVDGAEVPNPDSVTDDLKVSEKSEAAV
PP1 counter: PP1-alpha phosphatase inhibitors, primary screen, counter-screen for PP5 inhibitor project, biochemical, fluorescence, OMFP substrate, single point. actives 0.9% (n = 320,000). AID 2235, 2010. purified PP1alpha. inhibition, % at 6.7 µM. Serine/threonine-protein phosphatase PP1-alpha catalytic subunit (Homo sapiens), P62136;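 active = inhibition above the mean inhibition of all tested compounds plus 3 SD, computed separately for each screening campaign, cut at about 15% in these data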
HCV core dimer: inhibitors of HCV core protein dimerization, primary screen, biochemical, TR-FRET, high-throughput; TR-FRET GST/Flag-core106 dimerization, 1536-well; inhibition, % at 5 µM; actives 0.33% (n = 300,000);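 active = inhibition above the mean of all tested compounds plus 3 SD, set per screening campaign, cut at about 45% in these data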
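test system = GST/Flag-tagged HCV core106 proteins | probe or stimulus = Eu donor and XL665 acceptor anti-tag antibodies | times = compound-protein-antibody incubation 4 h at 22.5 °C | signal = TR-FRET, excitation 340 nm, emission 617 and 671 nm | measure = percent inhibition of core106 dimerization signal | controls = wells lacking GST-core106 and wells with excess unlabelled core106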
LYPLA2 counter: LYPLA2 inhibitors, primary screen, counter-screen for PME1 inhibitor project, biochemical, fluorescence polarization, FP-Rh probe ABPP | Acyl-protein thioesterase 2 (Homo sapiens), O95372 | recombinant LYPLA2 | inhibition, % at 5.9 µM | actives 0.38% (n = 320,000);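 active = inhibition above the screen-wide mean plus 3 SD, limit set per campaign, cut at about 26% in these data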;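 also: 0% = LYPLA2 with DMSO and 100% = wells lacking LYPLA2 enzyme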
Efflux pump mplx: inhibitors of Candida efflux pumps in yeast, primary screen, S. cerevisiae, Nile Red, multiplex | actives 0.44% (n = 330,000) | inhibition, % at 10 µM | S. cerevisiae Candida pump triplex;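 active = plate passing quality check with inhibition over a set limit, or well fluorescence over plate mean plus 4 SD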;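 also: Nile Red retained in pooled yeast measured as flow cytometry median fluorescence; 0% = buffer negative control and 100% = Enniatin B positive control; higher means more Nile Red kept so more efflux inhibition; some compounds called inactive have numbers as strong as hits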
PP5 inh: PP5 phosphatase inhibitors, primary screen, biochemical, fluorescence. Serine/threonine-protein phosphatase 5 (Homo sapiens), P53041. purified PP5c, OMFP substrate fluorescence. inhibition, % at 6.7 µM. actives 0.18% (n = 320,000);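 active = inhibition above the campaign's mean inhibition across all tested compounds plus 3 SD, cut at about 9.5% in these data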;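 also: 0% = DMSO only and 100% = 100 µM cantharidin control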
Target sequence (P53041 whole entry, looked up): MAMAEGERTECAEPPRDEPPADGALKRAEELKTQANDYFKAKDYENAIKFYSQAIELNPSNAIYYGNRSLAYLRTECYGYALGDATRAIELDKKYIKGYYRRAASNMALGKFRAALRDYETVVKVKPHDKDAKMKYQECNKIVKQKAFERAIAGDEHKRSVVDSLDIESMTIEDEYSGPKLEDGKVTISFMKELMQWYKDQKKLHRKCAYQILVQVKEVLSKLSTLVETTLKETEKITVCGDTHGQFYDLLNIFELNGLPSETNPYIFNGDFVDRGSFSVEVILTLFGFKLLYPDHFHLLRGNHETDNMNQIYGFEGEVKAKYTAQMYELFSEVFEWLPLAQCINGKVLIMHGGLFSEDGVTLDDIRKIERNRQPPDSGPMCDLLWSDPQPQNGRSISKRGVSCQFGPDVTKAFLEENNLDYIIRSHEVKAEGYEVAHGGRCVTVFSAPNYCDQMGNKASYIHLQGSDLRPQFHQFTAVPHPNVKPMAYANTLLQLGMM
PREPL inh: PREPL enzyme inhibitors, primary screen, biochemical, fluorescence polarization. inhibition, % at 5.96 µM. actives 0.68% (n = 320,000). recombinant PREPL, fluorescence polarization activity-based probe. Prolyl endopeptidase-like (Homo sapiens), Q4J6C6; in the data active = inhibition above about 43%;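 also: 0% = enzyme with DMSO and 100% = wells lacking enzyme; many of its hits are not listed in these tables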
TPT1 inhibitor: Candida albicans TPT1 enzyme inhibitors, primary screen, biochemical, fluorescence polarization; inhibition, % at 5 µM; recombinant caTPT1, FP RNA substrate dephosphorylation; tRNA 2'-phosphotransferase TPT1 (Candida albicans SC5314); actives 0.81% (n = 300,000);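 active = inhibition above the mean of all tested compounds plus 3 SD, set per screening campaign, cut at about 24% in these data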;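 also: plate controls were DMSO alone for no effect and ferristatin control at 100 nM for full effect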
CTSL1 counter: Fasciola hepatica cathepsin L1 inhibitors, primary screen, counter-screen for PFM18AAP inhibitor project, biochemical, QFRET, fluorogenic peptide substrate. recombinant F. hepatica cathepsin L1, Z-Leu-Arg-MCA fluorescence. inhibition, % at 5.96 µM. actives 0.49% (n = 300,000). AID 1906, 2009;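 active = inhibition above the mean of all tested compounds plus 3 SD, set per screening campaign, cut at about 17% in these data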;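 also: 0% = plate median of test compound wells and 100% = 1 µM Z-Phe-Ala-diazomethylketone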
The depositor's hits bear a star; & = joins results of further samples. Not all compounds are listed; the hit share may differ from the screen's.

Screening CC(C)(C)C(=O)NC(Nc1cccc2cccnc12)C(Cl)(Cl)Cl (stereo not given) returned GASC-1 inh -9, PP1 counter -1, HCV core dimer 1, LYPLA2 counter 3, Efflux pump mplx 0.0, PP5 inh 3.3, PREPL inh -1, TPT1 inhibitor -1 and CTSL1 counter 2.
For C(=N\n1cnnc1)/C1CCCCC1 the results were GASC-1 inh 12, PP1 counter -5, HCV core dimer 3, LYPLA2 counter -4, Efflux pump mplx 0.2, PP5 inh 3.2, PREPL inh -10, TPT1 inhibitor 0 and CTSL1 counter -2.
`CCN=C1NN=C(c2c[nH]c3ccccc23)CS1` gave GASC-1 inh -2, PP1 counter 1, HCV core dimer -2, LYPLA2 counter -5, Efflux pump mplx -0.2, PP5 inh 0.1, PREPL inh -12, TPT1 inhibitor 2 and CTSL1 counter 0.
C=CCn1c(SCC(=C)C)nc2c1c(=O)[nH]c(=O)n2C was read as GASC-1 inh 0&-2, PP1 counter -3, HCV core dimer 0, LYPLA2 counter 5, Efflux pump mplx -0.2, PP5 inh 0.7, PREPL inh -4, TPT1 inhibitor -4 and CTSL1 counter -1.
`CC1CN(CCCOc2ccc([N+](=O)[O-])cc2)CC(C)O1` (stereo not given) gave GASC-1 inh 4, PP1 counter -3, HCV core dimer -7, LYPLA2 counter 1, Efflux pump mplx 0.2, PP5 inh -1.1, PREPL inh 2, TPT1 inhibitor -1 and CTSL1 counter 0.
Cc1cc(Nc2cc(Cl)cc(Cl)c2)nc(N)n1 was read as GASC-1 inh -7, PP1 counter -4, HCV core dimer -1, LYPLA2 counter -3, Efflux pump mplx -0.1, PP5 inh -0.7, PREPL inh 5, TPT1 inhibitor -4 and CTSL1 counter -2.
For O=C(O)CN1C(=O)/C(=C/c2ccc(N3CCCCC3)o2)SC1=S the results were GASC-1 inh 0, PP1 counter -1, HCV core dimer -16, LYPLA2 counter -96, Efflux pump mplx 0.2, PP5 inh -0.9, PREPL inh 4, TPT1 inhibitor 9 and CTSL1 counter -2.
CCCCC1CC1C(=O)Nc1ncc2c(n1)CC(C)(C)CC2=O (stereo not given) was read as GASC-1 inh 7, PP1 counter -6, HCV core dimer 7, LYPLA2 counter 2, Efflux pump mplx 0.0, PP5 inh -1.9, PREPL inh 4, TPT1 inhibitor -2 and CTSL1 counter -2.
For COc1cccc(Nc2nc(N)c([N+](=O)[O-])c(N3CCOCC3)n2)c1 the results were GASC-1 inh -33, PP1 counter 2, HCV core dimer -3, LYPLA2 counter 0, Efflux pump mplx 0.4, PP5 inh -1.2, PREPL inh 22, TPT1 inhibitor 3 and CTSL1 counter 2.
O=C(CN1C(=O)COc2ccccc21)NCCCN1CCOCC1 was read as GASC-1 inh 11, PP1 counter 2, HCV core dimer -12, LYPLA2 counter -2, Efflux pump mplx 0.1, PP5 inh 1.1, PREPL inh -3, TPT1 inhibitor -1 and CTSL1 counter -3.
For O=C(Nc1nccs1)C1C2/C=C\CCCCC21 (stereo not given) the results were GASC-1 inh -1, PP1 counter -1, HCV core dimer -2, LYPLA2 counter 13, Efflux pump mplx 0.1, PP5 inh 2.0, PREPL inh -5, TPT1 inhibitor -2 and CTSL1 counter -2.
`CN1CCN(S(=O)(=O)c2ccc(Nc3cccc(Cl)c3)c([N+](=O)[O-])c2)CC1` gave GASC-1 inh -10, PP1 counter -1, LYPLA2 counter 10, Efflux pump mplx -0.1, PP5 inh 1.3 and PREPL inh 16.
Screening O=c1c2nnn(-c3ccc(Br)cc3)c2ncn1Cc1ccccn1 returned GASC-1 inh 17, PP1 counter -7, HCV core dimer -1, LYPLA2 counter -1, Efflux pump mplx -0.3, PP5 inh -2.6, PREPL inh 4, TPT1 inhibitor 0 and CTSL1 counter 12.
O=C(Nc1ccc(Cl)c(C(F)(F)F)c1)NC1CC2CCCC(C1)N2Cc1ccccc1 (stereo not given) was read as GASC-1 inh 35, PP1 counter 5, HCV core dimer -8, LYPLA2 counter -18, Efflux pump mplx 0.1, PP5 inh 2.6, PREPL inh 11, TPT1 inhibitor -1 and CTSL1 counter -4.
For O=C(Nc1cccnc1)c1noc2c1CCCCC2 the results were GASC-1 inh -16, PP1 counter -3, HCV core dimer 10, LYPLA2 counter -10, Efflux pump mplx 0.2, PP5 inh 2.8, PREPL inh 3, TPT1 inhibitor -3 and CTSL1 counter -2.
Screening COc1ccc(-c2cc(C)no2)cc1S(=O)(=O)NCCCN(C)Cc1ccccc1 returned GASC-1 inh -5, PP1 counter 0, HCV core dimer -5, LYPLA2 counter -4, Efflux pump mplx 0.1, PP5 inh -0.2, PREPL inh -7, TPT1 inhibitor -3 and CTSL1 counter -4.
COc1cc(C(CC(=O)Nc2cccc(C)n2)N2Cc3ccccc3C2=O)cc(OC)c1OC (stereo not given) was read as GASC-1 inh 0, PP1 counter -5, HCV core dimer 3, LYPLA2 counter -7, Efflux pump mplx 0.2, PP5 inh 3.4, PREPL inh 19, TPT1 inhibitor 2 and CTSL1 counter 2.
`COCCNC(=O)c1ccc(CN2CCOCC2)cc1` gave GASC-1 inh 6, PP1 counter -1, HCV core dimer 6, LYPLA2 counter -3, Efflux pump mplx 0.0, PP5 inh -1.6, PREPL inh -3, TPT1 inhibitor 1 and CTSL1 counter 0.
For O=C(NNC(=O)c1ccccc1C(=O)O)c1ccc(O)cc1 the results were GASC-1 inh 12, PP1 counter -3, HCV core dimer -2, LYPLA2 counter -2, Efflux pump mplx -0.3, PP5 inh -1.1, PREPL inh 11, TPT1 inhibitor -2 and CTSL1 counter 4.
Cc1ccc(S(=O)(=O)N2CCN(S(=O)(=O)N3CCCCCC3)CC2)cc1 was read as GASC-1 inh 13, PP1 counter -1, HCV core dimer 6, LYPLA2 counter 1, Efflux pump mplx 0.2, PP5 inh -0.1, PREPL inh 17, TPT1 inhibitor 1 and CTSL1 counter 3.
`CC1(C)Cc2ccccc2-c2nnnn21` gave GASC-1 inh -12, PP1 counter -2, HCV core dimer 2, LYPLA2 counter 0, Efflux pump mplx 0.6, PP5 inh -0.1, PREPL inh 16, TPT1 inhibitor 0 and CTSL1 counter 4.
Screening CCOc1ccc(-c2nc(-c3ccncc3)no2)cc1OCC returned GASC-1 inh -7, PP1 counter -1, HCV core dimer 4, LYPLA2 counter 8, Efflux pump mplx 0.0, PP5 inh 3.7, PREPL inh -5, TPT1 inhibitor -3 and CTSL1 counter -1.
For CC1CCN(c2ccc(/C=N/n3nnnc3N)cc2[N+](=O)[O-])CC1 the results were GASC-1 inh -2, PP1 counter -1, HCV core dimer 1, LYPLA2 counter -2, Efflux pump mplx 0.2, PP5 inh 1.4, PREPL inh 8, TPT1 inhibitor 1 and CTSL1 counter 0.
`COC(=O)C1(O)CC(C(C)C)=NN1C(=O)c1ccccc1` (stereo not given) gave GASC-1 inh -1, PP1 counter 2, HCV core dimer 0, LYPLA2 counter 1, Efflux pump mplx -0.2, PP5 inh -1.2, PREPL inh 0, TPT1 inhibitor -1 and CTSL1 counter 1.
O=C(CSc1nnc(NC(=O)c2ccccc2F)s1)NC1CCCC1 was read as GASC-1 inh -3, PP1 counter -2, HCV core dimer 11, LYPLA2 counter 0, Efflux pump mplx -0.6, PP5 inh -1.1, PREPL inh 4, TPT1 inhibitor -2 and CTSL1 counter 4.
Screening COc1cccc(/C=C/C(=O)OCCN2C(=O)c3ccccc3C2=O)c1 returned GASC-1 inh -16, PP1 counter -1, HCV core dimer -1, LYPLA2 counter 2, Efflux pump mplx 0.1, PP5 inh 1.1, PREPL inh 8, TPT1 inhibitor -1 and CTSL1 counter 6.
For CCC(=O)Nc1ccc(Cl)c(NC(=O)c2cccc(OC)c2)c1 the results were GASC-1 inh -12, PP1 counter -1, HCV core dimer -8, LYPLA2 counter 2, Efflux pump mplx -0.1, PP5 inh 3.5, PREPL inh -7, TPT1 inhibitor -4 and CTSL1 counter -3.
`Cc1ccc(C2NC(C(=O)O)CS2)cc1` (stereo not given) gave GASC-1 inh inconclusive, PP1 counter 2, HCV core dimer -6, LYPLA2 counter 4, Efflux pump mplx 0.1, PP5 inh 0.5, PREPL inh 1, TPT1 inhibitor 1 and CTSL1 counter -2.
O=C(NCc1ccccc1)c1cccnc1N1CCOCC1 was read as GASC-1 inh -11, PP1 counter 4, HCV core dimer -3, LYPLA2 counter -7, Efflux pump mplx 0.1, PP5 inh -3.0, PREPL inh 2, TPT1 inhibitor 2 and CTSL1 counter -6.
O=c1c2ccccc2nc(SCc2ccc([N+](=O)[O-])cc2)n1CCCO was read as GASC-1 inh 1, PP1 counter 5, HCV core dimer -4, LYPLA2 counter 5, Efflux pump mplx 0.5, PP5 inh 3.8, PREPL inh 18, TPT1 inhibitor 1 and CTSL1 counter 1.
`Cc1ccc(CSc2ccc(-c3ccco3)nn2)cc1` gave GASC-1 inh -3, PP1 counter 3, HCV core dimer 13, LYPLA2 counter 1, Efflux pump mplx -0.7, PP5 inh -3.2, PREPL inh 2, TPT1 inhibitor 0 and CTSL1 counter 3.
`CN(C(=O)CN1C(=O)S/C(=C\c2ccccc2Cl)C1=O)C1CCS(=O)(=O)C1` (stereo not given) gave GASC-1 inh 1, PP1 counter 0, HCV core dimer 14, LYPLA2 counter 1, Efflux pump mplx -0.1, PP5 inh 0.8, PREPL inh 34, TPT1 inhibitor -4 and CTSL1 counter -3.

As a short view, part of the list above.
`Cc1ccc(CSc2ccc(-c3ccco3)nn2)cc1` gave GASC-1 inh -3, PP1 counter 3, HCV core dimer 13, LYPLA2 counter 1, Efflux pump mplx -0.7, PP5 inh -3.2, PREPL inh 2, TPT1 inhibitor 0 and CTSL1 counter 3.
`CN(C(=O)CN1C(=O)S/C(=C\c2ccccc2Cl)C1=O)C1CCS(=O)(=O)C1` (stereo not given) gave GASC-1 inh 1, PP1 counter 0, HCV core dimer 14, LYPLA2 counter 1, Efflux pump mplx -0.1, PP5 inh 0.8, PREPL inh 34, TPT1 inhibitor -4 and CTSL1 counter -3.

Arranged by SMILES length (low to high): 3 of the compounds above
`CC1(C)Cc2ccccc2-c2nnnn21` gave GASC-1 inh -12, PP1 counter -2, HCV core dimer 2, LYPLA2 counter 0, Efflux pump mplx 0.6, PP5 inh -0.1, PREPL inh 16, TPT1 inhibitor 0 and CTSL1 counter 4.
Screening CCOc1ccc(-c2nc(-c3ccncc3)no2)cc1OCC returned GASC-1 inh -7, PP1 counter -1, HCV core dimer 4, LYPLA2 counter 8, Efflux pump mplx 0.0, PP5 inh 3.7, PREPL inh -5, TPT1 inhibitor -3 and CTSL1 counter -1.
COc1cc(C(CC(=O)Nc2cccc(C)n2)N2Cc3ccccc3C2=O)cc(OC)c1OC (stereo not given) was read as GASC-1 inh 0, PP1 counter -5, HCV core dimer 3, LYPLA2 counter -7, Efflux pump mplx 0.2, PP5 inh 3.4, PREPL inh 19, TPT1 inhibitor 2 and CTSL1 counter 2.
